Screening results: PubChem, Broad Institute
CASP6 VEID inh: inhibitors of human caspase-6. P55212. AID 686996. 350,000 tested, 0.53% active. purified caspase-6, Z-VEID-R110 cleavage fluorescence. inhibition, % at 12.5 µM;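 active = mean inhibition across replicates at least about 35%, with every replicate also reaching that limit, limit read from the data; inconclusive = only one of the two criteria met; inactive = neither criterion met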;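 note: 0% = median of neutral control wells and 100% = no fluorescence left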
Target sequence (P55212 24-179 limits assumed): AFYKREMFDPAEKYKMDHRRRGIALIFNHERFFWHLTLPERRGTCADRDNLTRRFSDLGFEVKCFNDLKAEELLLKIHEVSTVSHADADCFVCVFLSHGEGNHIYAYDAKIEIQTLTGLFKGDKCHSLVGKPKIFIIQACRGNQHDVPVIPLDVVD
Target sequence (P55212 194-293 limits assumed): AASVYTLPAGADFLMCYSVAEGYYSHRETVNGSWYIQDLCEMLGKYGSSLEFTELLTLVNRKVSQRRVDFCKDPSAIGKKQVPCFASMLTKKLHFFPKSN
DENV2 CPE: inhibitors of DENV2 cytopathic effect; DENV2-infected cells, cytopathic effect rescue, plate reader; CPE inhibition, % at 9.99 µM; 350,000 tested, 1.7% active; in the data active = CPE inhibition above about 20%, passing the limit was not always enough; inconclusive = no clear call, values can overlap the other calls; tested in BHK-21 cells;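 note: 0% = median of neutral control wells and 100% = median of positive control wells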
INS-1E GSIS act: primary screen for activators of insulin secretion dependent on glucose, INS-1E cells, GLuc reporter luminescence. INS-1E GLuc reporter insulin secretion, 2-3 h. activation, % at 16.6 µM. 370,000 tested, 0.61% active;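 active = lowest replicate activation of at least 40%, so every replicate reaches that level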;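 note: 0% = median of neutral control wells and 100% = median of IBMX positive control wells; some compounds called inactive have numbers as strong as hits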
E-sel inducer: E-selectin induction on HUVECs; P16581; HUVEC E-selectin immunofluorescence imaging; normalized: neutral wells 0, TNF-alpha wells 100; activation, % at 7.58 µM; 260,000 tested, 0.37% active;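 active = mean E-selectin-positive cell signal at least 10% of the positive control, reached in at least 60% of replicates, without over 20% cell loss; inconclusive = no rule given, readout overlaps actives, possibly toxicity-flagged; inactive = the rest, including those meeting only one limit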;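 note: in these data hits start at about 27%; measured in HUVEC primary endothelial cells; signal is the percent of cells scored E-selectin positive by PE staining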
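Assay system: HUVEC primary endothelial cells. Input: 3,000 HUVEC seeded per well. Doses: one compound dose added by pin transfer. Read-out basis: % PE-positive cells. Benchmarks: TNF-alpha high, DMSO low. Detection: immunofluorescence imaging. Buffer or medium: EGM-2, gelatin.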
F508del corr: correctors of CFTR F508del function in bronchial epithelial cells; CFBE cells, YFP halide quenching; stimulated with forskolin plus potentiator P3; % fluorescence drop versus neutral controls; activity (quench increase), % at 7.58 µM; 350,000 tested, 0.36% active;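 active = mean added fluorescence quench of at least 8% versus neutral control, with both replicates also reaching 8%; inconclusive = only one of the mean or replicate conditions met; inactive = mean below 8% and not both replicates reaching 8%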;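 note: cells transiently co-express mutant CFTR-F508del with the halide-sensitive YFP; corrector assay measuring rescue of mutant channel to the surface after 24 h compound exposure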
RAD52 anneal inh: inhibitors of human RAD52 DNA annealing; P43351; recombinant RAD52 DNA annealing, FRET fluorescence; inhibition, % at 18.7 µM; 360,000 tested, 0.46% active; AID 651710;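 active = every replicate showing at least 50% inhibition; inconclusive = mean inhibition at least 50% but not in every replicate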
RAD54 branch: blocks human RAD54 Holliday junction branch migration. FAM/BHQ fluorescence. inhibition, % at 10.4 µM. 360,000 tested, 0.14% active. AID 602329;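 active = mean normalized replicate activity at least 40 and at least half of replicates scoring 40 or more; inconclusive = only one of the two criteria met; inactive = mean below 40 and under half of replicates reaching 40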;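 note: 0% = median of neutral control wells and 100% = median of positive control wells; inhibitors cause a drop in the FAM fluorescence signal; in these data hits start at about 50%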
Target sequence (Q92698 whole entry, looked up): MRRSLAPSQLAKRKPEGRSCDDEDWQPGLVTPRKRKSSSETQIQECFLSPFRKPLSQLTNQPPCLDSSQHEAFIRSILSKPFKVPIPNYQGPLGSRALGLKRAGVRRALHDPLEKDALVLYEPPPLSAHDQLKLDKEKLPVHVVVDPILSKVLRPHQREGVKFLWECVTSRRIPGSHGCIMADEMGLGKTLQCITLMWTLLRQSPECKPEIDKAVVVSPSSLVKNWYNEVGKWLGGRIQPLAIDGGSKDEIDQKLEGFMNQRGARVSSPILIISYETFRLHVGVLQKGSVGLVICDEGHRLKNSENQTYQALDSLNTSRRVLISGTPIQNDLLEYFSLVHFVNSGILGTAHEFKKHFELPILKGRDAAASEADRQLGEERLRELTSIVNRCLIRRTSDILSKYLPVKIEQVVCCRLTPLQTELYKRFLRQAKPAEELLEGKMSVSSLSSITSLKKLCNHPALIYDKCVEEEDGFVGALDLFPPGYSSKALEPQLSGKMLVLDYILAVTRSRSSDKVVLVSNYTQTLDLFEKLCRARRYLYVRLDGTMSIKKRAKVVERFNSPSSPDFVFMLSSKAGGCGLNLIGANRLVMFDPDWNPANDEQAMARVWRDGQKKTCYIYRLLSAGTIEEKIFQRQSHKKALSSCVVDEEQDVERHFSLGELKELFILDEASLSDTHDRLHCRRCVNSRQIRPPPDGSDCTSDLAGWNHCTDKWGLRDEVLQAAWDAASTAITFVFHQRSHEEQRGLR
Xi reactivation: activators of X-chromosome reactivation in mouse fibroblasts; XiGFP mouse fibroblasts, % GFP-positive cells imaging, 3 d; cells co-treated with 5-aza-dC sensitizer; scaled so ellipticine positive control = 100%; activation, % at 7.58 µM; 360,000 tested, 0.055% active;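 active = mean normalized replicate activation at least 10% and every replicate at or above 10%; inconclusive = only one of the two criteria met; inactive = mean below 10% and not all replicates reach 10%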;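 note: 0% = median of on-plate neutral control wells and 100% = ellipticine 6 µM median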
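System: 68-5-11 XiGFP fibroblast line | Buffer or medium: DMEM containing 5-aza-dC | Compound: Single point | Times: Compounds 3 days, fix/stain 15 min at room temperature | Benchmarks: Positive control ellipticine, 6 µM final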
The depositor's hits bear a star; & = joins results of further samples.

Start of the data: the first 2 records as a preview:
How did COCC(C)NS(=O)(=O)c1ccccc1 (centres undefined) do in these assays?
CASP6 VEID inh: 0; DENV2 CPE: -5; INS-1E GSIS act: 0; F508del corr: 0.4; RAD52 anneal inh: -16; Xi reactivation: 0.0

How did CN(C)C(=O)C[C@H]1C[C@@H]2c3cc(NC(=O)c4cccnc4)ccc3O[C@@H]2[C@H](CO)O1 do in these assays?
CASP6 VEID inh: 2; DENV2 CPE: -10; INS-1E GSIS act: 2; E-sel inducer: -0.1; F508del corr: 2.8; RAD52 anneal inh: -1; Xi reactivation: 0.1

This part in full, repeating the preview:
How did COCC(C)NS(=O)(=O)c1ccccc1 (centres undefined) do in these assays?
CASP6 VEID inh: 0; DENV2 CPE: -5; INS-1E GSIS act: 0; F508del corr: 0.4; RAD52 anneal inh: -16; Xi reactivation: 0.0

How did CN(C)C(=O)C[C@H]1C[C@@H]2c3cc(NC(=O)c4cccnc4)ccc3O[C@@H]2[C@H](CO)O1 do in these assays?
CASP6 VEID inh: 2; DENV2 CPE: -10; INS-1E GSIS act: 2; E-sel inducer: -0.1; F508del corr: 2.8; RAD52 anneal inh: -1; Xi reactivation: 0.1

How did O=C(CCSCc1ccccc1F)NCCc1ccccc1 do in these assays?
CASP6 VEID inh: 10; DENV2 CPE: 0; INS-1E GSIS act: -25; E-sel inducer: 2.6; F508del corr: 1.2; RAD52 anneal inh: 9; RAD54 branch: 2; Xi reactivation: 0.0

Results for CC(=O)c1ccc(OC2(C)CCN(CCOc3ccc(C)cc3)C2)cc1 (centres undefined) ?
CASP6 VEID inh: 4; DENV2 CPE: 0; INS-1E GSIS act: -11; E-sel inducer: 0.0; F508del corr: -1.8; RAD52 anneal inh: -6; RAD54 branch: 7; Xi reactivation: 0.0

What do the screens show for `Cc1ccc(Cl)c2c1=NC(=O)C=2c1[nH]c(=S)[nH]c1O`?
CASP6 VEID inh: 3; DENV2 CPE: -5; INS-1E GSIS act: -20; F508del corr: -1.2; RAD52 anneal inh: -13; RAD54 branch: 3; Xi reactivation: 0.0

How did Fc1ccccc1-c1cc2ccccc2cn1 do in these assays?
CASP6 VEID inh: -10; E-sel inducer: 0.3; F508del corr: 2.7; RAD52 anneal inh: -2; RAD54 branch: -3; Xi reactivation: 0.1

What do the screens show for `Cc1ccc(NC(=O)CSCC(=O)Nc2ccc(S(=O)(=O)N3CCOCC3)cc2)cc1`?
CASP6 VEID inh: -1; DENV2 CPE: 18; INS-1E GSIS act: 16; E-sel inducer: -0.1; F508del corr: 0.7; RAD52 anneal inh: -4; RAD54 branch: 7; Xi reactivation: -0.1

Results for Nc1nnnn1/N=C/c1ccccc1Cl ?
CASP6 VEID inh: 1; DENV2 CPE: 5; E-sel inducer: -0.1; F508del corr: -4.9; RAD52 anneal inh: -6; RAD54 branch: 6; Xi reactivation: 0.0

How did CS(=O)(=O)N[C@@H]1C[C@@H]2O[C@@H](CO)CC[C@@H]2O[C@@H]1CCc1ccc(/C=C/c2ccccc2)cc1 do in these assays?
CASP6 VEID inh: -1; DENV2 CPE: 3; F508del corr: -1.9; RAD52 anneal inh: 10

How did c1ccc(-c2ccc(C3[C@@H]4CN(Cc5cccnc5)C[C@H]3N4)cc2)cc1 (some centres undefined) do in these assays?
DENV2 CPE: inconclusive; INS-1E GSIS act: -10&-12; E-sel inducer: -0.5&0.7; F508del corr: 2.9&-1.0; Xi reactivation: 0.0&0.2

What do the screens show for `COc1ccc(OC(=O)N(C)C[C@H]2OCc3cn(nn3)CCCC(=O)N([C@@H](C)CO)C[C@H]2C)cc1`?
CASP6 VEID inh: -2; DENV2 CPE: 0; INS-1E GSIS act: 3; E-sel inducer: -0.2; F508del corr: -0.5; RAD52 anneal inh: 6; RAD54 branch: 0; Xi reactivation: -0.1

How did O=C(C[C@@H]1CC[C@@H]2[C@H](COC[C@@H](O)CN2Cc2cccc(-c3ccncc3)c2)O1)N1CCOCC1 do in these assays?
CASP6 VEID inh: 4; DENV2 CPE: -1; INS-1E GSIS act: 1; E-sel inducer: -0.1; F508del corr: -2.9; RAD52 anneal inh: 9; RAD54 branch: 3; Xi reactivation: 0.1

How did O=[N+]([O-])c1ccc(-c2c(-c3ccccc3)ncc3cc(F)ccc23)cc1 do in these assays?
CASP6 VEID inh: -1; DENV2 CPE: 8; INS-1E GSIS act: -1; E-sel inducer: -0.2; F508del corr: 5.0; RAD52 anneal inh: -20; RAD54 branch: 3; Xi reactivation: 0.2

What do the screens show for `O=C(Nc1ccc(F)cc1)C(CCc1ccccc1)N1CCN(CC(=O)N2CCCC2)CC1` (centres undefined)?
CASP6 VEID inh: -2; DENV2 CPE: 4; INS-1E GSIS act: 27; E-sel inducer: 0.3; F508del corr: -3.5; RAD52 anneal inh: 0; Xi reactivation: 0.1

What do the screens show for `COc1ccc(C=NNC(=O)c2cc(C)oc2C)cc1O`?
CASP6 VEID inh: 0; DENV2 CPE: 16; INS-1E GSIS act: 8; E-sel inducer: -0.1; F508del corr: -1.8; RAD52 anneal inh: 2; RAD54 branch: -4; Xi reactivation: 0.1

Results for [N-]=[N+]=NCc1ccccc1C[C@@]1(C(=O)N2CCOCC2)N=C(c2ccc(OCCCO)cc2)O[C@@H]1c1ccccc1 ?
CASP6 VEID inh: 0; DENV2 CPE: -3; F508del corr: -1.5; RAD52 anneal inh: -1; RAD54 branch: -3

Results for CN(C)CCn1c(=S)[nH]c2ccc(Cl)cc2c1=O ?
CASP6 VEID inh: -3; DENV2 CPE: -2; INS-1E GSIS act: -15; E-sel inducer: 1.1; F508del corr: -3.8; RAD52 anneal inh: -21; RAD54 branch: -17; Xi reactivation: 0.0

What do the screens show for `C[C@H]1CN([C@@H](C)CO)C(=O)CCCn2cc(nn2)CO[C@@H]1CN(C)S(=O)(=O)c1ccc2c(c1)OCCCO2`?
CASP6 VEID inh: -4&-2; DENV2 CPE: -7&9; INS-1E GSIS act: 12&-3; E-sel inducer: 0.0&-0.3; F508del corr: -2.2&0.0; RAD52 anneal inh: -1&1; RAD54 branch: -8&-2; Xi reactivation: -0.1&-0.1

Results for O=C(C1CC1)N1CC(=O)N2[C@H](CO)[C@@H](c3ccc(-c4cccnc4)cc3)[C@H]2C1 ?
CASP6 VEID inh: 2; DENV2 CPE: 1; INS-1E GSIS act: -4; E-sel inducer: 0.3; F508del corr: 0.3; RAD52 anneal inh: 9; Xi reactivation: 0.1

What do the screens show for `Cn1c(CCC(N)=O)nnc1SCC(=O)Nc1ccccc1C(=O)NC1CC1`?
CASP6 VEID inh: -2; DENV2 CPE: -4; INS-1E GSIS act: 9; E-sel inducer: 1.1; F508del corr: -1.7; RAD52 anneal inh: -13; RAD54 branch: 0; Xi reactivation: 0.1

What do the screens show for `O=c1cc(S(=O)(=O)Cc2ccccc2)[nH]c(=O)[nH]1`?
CASP6 VEID inh: 6; DENV2 CPE: 0; INS-1E GSIS act: 16; E-sel inducer: -0.1; F508del corr: -0.3; RAD52 anneal inh: -2; RAD54 branch: -2; Xi reactivation: 0.7

How did Cc1cc(C)c(S(=O)(=O)N2CCCC(C(=O)NCc3ccccn3)C2)c(C)c1 (centres undefined) do in these assays?
CASP6 VEID inh: -2; DENV2 CPE: inconclusive; INS-1E GSIS act: 5; F508del corr: 3.0; RAD52 anneal inh: -4; RAD54 branch: 2; Xi reactivation: 0.0

How did CCN(CC(=O)NCc1cccs1)C(=O)C1CC(=O)N(c2ccc(OC)cc2OC)C1 (centres undefined) do in these assays?
CASP6 VEID inh: 2; DENV2 CPE: -1; INS-1E GSIS act: 3; E-sel inducer: -1.5; F508del corr: 1.4; RAD52 anneal inh: 2; RAD54 branch: -5; Xi reactivation: 0.0

How did Cc1cc(C)c(NC(=O)CSc2nc3[nH]ncc3c(=O)[nH]2)c(C)c1 do in these assays?
CASP6 VEID inh: -2; DENV2 CPE: inconclusive; INS-1E GSIS act: 3; F508del corr: -1.9; RAD52 anneal inh: -4; RAD54 branch: -1; Xi reactivation: 0.0

What do the screens show for `Cc1ccc(-c2nnc(Nc3ccc(C(=O)N(C)C)cc3)c3ccccc23)cc1S(N)(=O)=O`?
CASP6 VEID inh: 11; DENV2 CPE: 7; INS-1E GSIS act: -6; F508del corr: 0.6; RAD52 anneal inh: -13; RAD54 branch: 10; Xi reactivation: 0.1

How did COCCCn1c(=O)c2sccc2n2c(CCCC(=O)N3CCN(c4ccccn4)CC3)nnc12 do in these assays?
CASP6 VEID inh: 0; DENV2 CPE: -3; F508del corr: -0.3; RAD52 anneal inh: -1; RAD54 branch: -6; Xi reactivation: 0.0

What do the screens show for `CCN1CCS/C1=C\C=C\C1=[N+](CC)CCS1`?
CASP6 VEID inh: -12; DENV2 CPE: 0; INS-1E GSIS act: -57; E-sel inducer: 0.8; F508del corr: 2.4; RAD52 anneal inh: 36; RAD54 branch: -13; Xi reactivation: 0.4

Results for CCNC(=O)Nc1ccc2c(c1)C(=O)N(C)[C@@H]1CC[C@H](CC(=O)N[C@@H](C)c3ccccc3)O[C@@H]1CO2 ?
CASP6 VEID inh: 0; DENV2 CPE: inconclusive; INS-1E GSIS act: -4; E-sel inducer: 0.1; RAD52 anneal inh: 4; RAD54 branch: -5; Xi reactivation: 0.3

Results for O=[N+]([O-])c1cc(C(F)(F)F)ccc1NCCNC(=S)Nc1ccc(Cl)cc1 ?
CASP6 VEID inh: 3; INS-1E GSIS act: -23; F508del corr: 0.5; RAD52 anneal inh: 15

Results for C[C@H]1CN([C@@H](C)CO)C(=O)c2cc(NC(=O)Nc3ccc(C(F)(F)F)cc3)ccc2O[C@@H]1CN(C)C(=O)Nc1ccc(F)cc1 ?
CASP6 VEID inh: -1; DENV2 CPE: 7; INS-1E GSIS act: 8; E-sel inducer: 0.1; F508del corr: 1.4; RAD52 anneal inh: 2; RAD54 branch: -1; Xi reactivation: 0.4

Results for COCC#Cc1cnc2c(c1)C(=O)N([C@H](C)CO)C[C@@H](C)[C@H](CN(C)C(=O)Nc1c(C)noc1C)O2 ?
CASP6 VEID inh: -2; DENV2 CPE: -4; INS-1E GSIS act: 19; E-sel inducer: -0.5; F508del corr: -0.6; RAD52 anneal inh: 8; RAD54 branch: -3; Xi reactivation: 1.1

Results for Cc1ccc(S(=O)(=O)N2CC[C@@H]3[C@H](CO)Nc4ccc(Br)cc4[C@@H]32)cc1 ?
CASP6 VEID inh: -1; DENV2 CPE: inconclusive; INS-1E GSIS act: 10; E-sel inducer: -0.6; F508del corr: 2.8; RAD52 anneal inh: -43; RAD54 branch: 0; Xi reactivation: 0.1

How did CCOc1ccccc1N1CCN(C(=O)c2ccc(OCC(=O)N3CCOCC3)c(OC)c2)CC1 do in these assays?
CASP6 VEID inh: -102; DENV2 CPE: 1; INS-1E GSIS act: 1; E-sel inducer: 0.1; F508del corr: -2.1; RAD52 anneal inh: -4; RAD54 branch: -4; Xi reactivation: 0.5

How did C[C@@H]1CN([C@H](C)CO)S(=O)(=O)c2ccc(C3=CCCC3)cc2O[C@@H]1CN(C)C(=O)c1cnccn1 do in these assays?
CASP6 VEID inh: 5; DENV2 CPE: -3; INS-1E GSIS act: 0; E-sel inducer: -0.1; F508del corr: 1.6; RAD52 anneal inh: -1; RAD54 branch: 1; Xi reactivation: -0.8
